Bioassay records deposited in PubChem by National Center for Advancing Translational Sciences (NCATS).
LmPK inh – inhibitors of Leishmania mexicana pyruvate kinase | Q27686 | purified LmPK, Kinase-Glo ATP luminescence, 1 h | Potency, µM (series often up to 57.5 µM), inactives show top-dose activity change, negative = inhibition, hits mostly inhibitors | 0.37% of 290,000 active; also: potency is read from the fitted curve at half-maximal effect; % is scaled to controls: 0 for no effect and ±100 for the full control effect
Target sequence (Q27686 whole entry, looked up): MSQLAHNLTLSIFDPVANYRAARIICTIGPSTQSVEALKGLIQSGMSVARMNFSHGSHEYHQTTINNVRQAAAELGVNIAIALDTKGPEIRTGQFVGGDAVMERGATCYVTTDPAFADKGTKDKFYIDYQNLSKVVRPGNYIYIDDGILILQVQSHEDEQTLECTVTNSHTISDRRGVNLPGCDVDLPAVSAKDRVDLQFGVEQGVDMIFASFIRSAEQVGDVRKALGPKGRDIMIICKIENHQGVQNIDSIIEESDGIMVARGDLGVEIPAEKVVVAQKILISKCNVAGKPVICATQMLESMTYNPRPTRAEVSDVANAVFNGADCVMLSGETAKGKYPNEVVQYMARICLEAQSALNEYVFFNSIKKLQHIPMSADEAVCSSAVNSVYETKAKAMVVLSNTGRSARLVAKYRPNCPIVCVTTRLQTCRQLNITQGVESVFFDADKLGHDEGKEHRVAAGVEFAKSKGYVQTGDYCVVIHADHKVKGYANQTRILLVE
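In 50 mM imidazole pH 7.2 with 7 mM MgCl2, LmPK (0.1 nM) turned over PEP (0.5 mM) and ADP (0.1 mM) for 1 h at room temperature. Luciferase read-out of ATP.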
Shiga inhibitor – blocks Shiga toxin action in Vero cells; Vero cells, Shiga toxin protein synthesis inhibition reporter; inhibition, % at 38.7 µM; 9.2% of 290,000 active; AID 2315; in the data active = inhibition mostly above about 28%, no sharp cut-off; inactive = mostly below about 43%; also: 0% is about no effect
Tb PYK inh – T. brucei pyruvate kinase inhibition | Q57TT1 | 0.12% of 410,000 active | TbPYK enzyme, Kinase-Glo Plus ATP luminescence, 45 min | Potency, µM (series often up to 76.8 µM), inactives show at the highest dose activity, negative = inhibition, most hits filed as inhibitors; also: potency is read from the fitted curve at half-maximal effect; % is scaled to controls: 0 for no effect and ±100 for the full control effect; nearly all actives have a fitted effect of over 50% in size
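Assay buffer: 50 mM TEA pH 7.2, 100 mM KCl, 10 mM MgCl2, 0.05% BSA, 0.01% Tween-20. Pyruvate kinase from T. brucei plus substrate met compound, then ADP (130 uM final). Luminescence was read post 45 min RT.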
Pf growth 96h – P. falciparum growth inhibition at 96 hours. P. falciparum luciferase reporter growth, 96 h. Potency, µM (doses to about 28.7 µM), without a hit: at the top dose activity change, negative = inhibition, actives largely listed as inhibitors. 6.9% of 320,000 active. AID 504834; also: potency is read from the fitted curve at half-maximal effect; % is scaled to controls: 0 for no effect and ±100 for the full control effect
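Infected RBCs, 2% Hct / 0.05% parasitemia final; luciferase-reporter P. falciparum; cpd 96 h, 37 C, 5% CO2; luciferase detection reagent; luminescence.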
AMA1-RON2 inh – AMA1-RON2 (P. falciparum) interaction inhibition. 0.2% of 360,000 active. AlphaScreen AMA1-biotinylated RON2 peptide binding. Potency, µM (top dose mostly 58.2 µM), for inactives: at the top dose activity change, negative = inhibition, hits mostly inhibitors;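 also: potency is read from the fitted curve at half-maximal effect; 0% = vehicle wells and -100% = peptide control; nearly all actives have a fitted effect of over 45% in size; some results filed as inactive show a strong effect at the top dose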
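AMA1 (3D7) with his tag at 25 nM final met compounds first, then biotinylated RON2 peptide at 25 nM; detection used donor plus acceptor beads, 10 µg/mL apiece, read by AlphaScreen after 30 min at room temperature.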
Pf growth 48h – inhibits P. falciparum growth in the first generation, 48 h | P. falciparum luciferase growth in erythrocytes, 48 h | Potency, µM (doses to about 28.7 µM), without a hit: at the top dose activity change, negative = inhibition, most hits filed as inhibitors | 5.9% of 310,000 active | AID 504832; also: potency is read from the fitted curve at half-maximal effect; % is scaled to controls: 0 for no effect and ±100 for the full control effect
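Cell-based growth assay: transgenic P. falciparum expressing firefly luciferase, cultured in red cells within RPMI 1640 containing 0.5% w/v Albumax, 24 mM bicarbonate and gentamycin. A drop in luciferase activity indicates inhibition.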
Cycloheximide cs – counter-screen for Shiga toxin inhibitors: cycloheximide protein synthesis inhibition | 12% of 300,000 active | max response, % | cell reporter, cycloheximide protein synthesis inhibition counterscreen; in the data active = max response mostly above about 13%, no sharp cut-off; inactive = mostly below about 14%; also: read at 38.3 µM for the half of the compounds with a filed dose; 0% is about no effect
* marks the source's active call; other numbers are inactive results; i = inactive; ? = inconclusive; · = no result given; & = joins results of further samples; [ ] = remark or other dose. Unless noted, calls follow the shape of the dose curve; as a rule, active = well fitted curve in the direction sought with a large enough effect; inconclusive = small, poorly fitted or top-dose-only effect, or another doubt; inactive = no such curve, though single readings can be large; an effect the other way counts as inactive or inconclusive.

SMILES	LmPK inh	Shiga inhibitor	Tb PYK inh	Pf growth 96h	AMA1-RON2 inh	Pf growth 48h	Cycloheximide cs
COc1ccc(S(=O)(=O)N2CCCC2C(=O)Nc2nccs2)cc1 (centres undefined)	2%	-7	-17%	-6%	-2%	-3%	7
CC(=O)c1ccc(-c2ccc(-c3cc(=O)oc4c(C(C)C)ccc(C)c34)cc2)cc1	·	i	-1%	·	-4%	·	14
CCOc1ccccc1Nc1nnc(SCC(=O)NC(Cc2c[nH]c3ccccc23)C(=O)O)s1 (centres undefined)	5%	-10	0%	-1%	-7%	-9%	-2
Cc1cccc(NC(=O)[C@@H]2CCCN2C(=O)OC(C)(C)C)c1C	-5%	-4	0%	15%	4%	16%	-1
O=C(CN1CCN(Cc2ccccc2)CC1)Nc1nc2ccccc2s1	-2%	0	9%	17%	17%	10%	2
Cc1ccc2c(c1)C(=O)C(=O)N2CCOc1ccccc1	-1%	20	-10%	2%	?	5%	13
CCN(CC)S(=O)(=O)c1ccc2oc(C(=O)N3CCCCCC3)c(C)c2c1	-4%	-16	-2%	-5%	-12%	13µM*	-2
O=C(Oc1cc(=O)oc2ccccc12)c1cccnc1Cl	0%	14	-2%	-5%	-3%	1%	10
COc1cccc(-n2c(C)nc3c(cnn3-c3ccc(Cl)cc3)c2=O)c1	5%	23	?	24%	-3%	-4%	2
Cc1cc(=O)n2nc(N3CCCC(C(=O)NC(C)c4ccccc4)C3)sc2n1 (centres undefined)	3%	-11	-5%	?	0%	·	1
CCCCNC(=O)CSc1nnc(-c2c[nH]c3ccccc23)n1CC1CCCO1 (centres undefined)	5%	-15	2%	·	4%	?	-1
CC(C)c1ccc(/C=C2\SC(N3CCCC3)=NC2=O)cc1	2%	7	32%[activator]	3.7µM*	-9%	?	0

Shown as labelled records: part of the list above.
structure: O=C(CN1CCN(Cc2ccccc2)CC1)Nc1nc2ccccc2s1
  LmPK inh: -2%	Shiga inhibitor: 0	Tb PYK inh: 9%	Pf growth 96h: 17%	AMA1-RON2 inh: 17%	Pf growth 48h: 10%	Cycloheximide cs: 2
structure: Cc1ccc2c(c1)C(=O)C(=O)N2CCOc1ccccc1
  LmPK inh: -1%	Shiga inhibitor: 20	Tb PYK inh: -10%	Pf growth 96h: 2%	AMA1-RON2 inh: ?	Pf growth 48h: 5%	Cycloheximide cs: 13

Continuation:
SMILES	LmPK inh	Shiga inhibitor	Tb PYK inh	Pf growth 96h	AMA1-RON2 inh	Pf growth 48h	Cycloheximide cs
CCCc1nc2ccc(NC(=O)c3ccco3)cc2c(=O)n1Cc1ccc(Cl)cc1	4%	41	-18%	?	0%	1.3µM*	12
COc1ccc(NC(=O)C(=O)NCCN2CCN(C(=O)c3cccs3)CC2)cc1	4%	-3	0%	27%	-6%	8%	-2
O=c1c2cc(N3CCOCC3)ccc2[nH]c(=S)n1CCN1CCCC1	4%	1	4%	?	18%	?	-3
Cc1ccc(Cn2ccc(NC(=O)c3cc(-c4cccs4)on3)n2)cc1	0%	-4	0%	?	9%	10µM*	-3
C#CCn1c(=NC(=O)c2cc(Cl)sc2Cl)sc2cc(S(N)(=O)=O)ccc21	1%	36	1%	-11%	-6%	13%	13
COc1ccc(-c2nc3ccccc3n2OC(C)C(=O)O)cc1 (centres undefined)	-5%	76*	4%	60%[activator]	1%	95%[activator]	35*
CCOc1ccc(C(=O)Nc2c(C(N)=O)oc3ccccc23)cc1	4%	6	-4%	0%	-11%	-6%	8
Cc1nn(-c2ccccc2[N+](=O)[O-])c(=O)c2ccccc12	2%	32	-3%	9%	6%	45%[activator]	1
CCCNC(=O)CS(=O)(=O)c1ccccc1	0%	16	-3%	101%[activator]	-12%	54%[activator]	10*
COc1ccc(Cl)cc1NC(=O)CNc1ccc(F)cc1C	-2%	-12	-3%	?	-8%	?	1
CC1CCCC(C)N1C(=O)CSc1ccc(-c2ccc3c(c2)OCCO3)nn1 (centres undefined)	0%	40	4%	-20%	0%	6%	11
CC/C(Cc1ccccc1)=N/NC(=O)CCn1nnc2ccccc21	-3%	33	-7%	-2%	46%[activator]	2%	8
Cc1c(C(C)C[C@H](C)O)oc(=O)c2c1Oc1c(C)c(C(C)C[C@H](C)O)oc(=O)c1C2 (some centres undefined)	·	·	5%	3%	7%	-23%	·
COc1ccc(NC2CCCN(C(=O)c3cc(CC(C)C)nc(N)n3)C2)cc1 (centres undefined)	-9%	8	?	?	-2%	11%	-7
CSCCC(NC(=O)COc1ccccc1)C(=O)N(C)Cc1ccc(F)cc1 (centres undefined)	·	·	4%	?	-3%	?	·
COc1ccccc1NS(=O)(=O)c1cccc(C(=O)NCC(c2ccco2)N(C)C)c1 (centres undefined)	·	·	2%	-29%	40%[activator]	?	·
CC1CCCC(C(=O)OCc2ccccc2)N1 (centres undefined)	0%	-5	8%	3%	-5%	?	-4
COc1ccc2c3c1O[C@H]1C(=O)CC[C@H]4[C@@H](C2)N(C)CC[C@]314	·	11	8%&-5%	4%	25%	-1%	-4
O=C1NC(c2ccccc2)=C(c2nc3ccccc3s2)C(c2ccc(F)cc2)N1 (centres undefined)	0%	-16	10%	13µM*	-15%	-52%	0
Clc1cccc(CN2CCN(c3ncccn3)CC2)c1Cl	-6%	14	-11%	13µM*	-22%	19%	-2
O=C(CN1CCN(c2ccccc2)CC1)NCc1ccc(F)cc1	-7%	-5	0%	21%	-2%	23%	5
CC(C)(C)NC(=O)C1CCCN(S(=O)(=O)c2ccc(-n3cnnn3)cc2)C1 (centres undefined)	2%	-10	8%	31%	-3%	-2%	-4
CCc1ccc(NC(=O)C2CCCN(S(=O)(=O)c3cnc[nH]3)C2)cc1 (centres undefined)	-1%	-8	15%	?	0%	-6%	-2
CCCCN(CC)S(=O)(=O)c1ccccc1	5%	-14	·	12%	-3%	·	-4
O=C(N/N=C/c1ccccn1)c1ccc(Br)o1	-6%	44*	-10%	?	114%[activator]	?	19*
C=CCn1c2ccccc2c(=O)c2cc(C#Cc3cc(OC)cc(OC)c3)ccc21	·	·	4%	?	119%[activator]	12µM*	·
CCC(C)n1c(SCC(=O)NC2CCCC2)nc2ccccc2c1=O (centres undefined)	·	·	-11%	?	0%	12µM*	·
CC(Oc1ccc2c3c(c(=O)oc2c1)CCC3)C(=O)NCC1CCC(C(=O)O)CC1 (centres undefined)	-4%	15	5%	2%	-2%	56%[activator]	19
Cc1ccc(S(=O)(=O)N(Cc2ccc(Cl)cc2)c2ccccc2C(=O)O)cc1	-1%	2	6%	0%	14%	-24%	-4
CCC(C)(C)NC(=O)c1ccc2c(c1)N(CC(=O)NC1CCCC1)C(=O)C(C)(C)O2	-1%	-6	-1%	6.6µM*	-16%	1%	-5
CC1CC2(CCCCC2)N2C(=O)C(=O)c3cccc1c32 (centres undefined)	2%	16	4%	-1%	-28%	-6%	1
Cn1c(=O)c2c(SCC(=O)N3CCCc4ccccc43)nc(C3CC3)nc2n(C)c1=O	6%	-9	1%	3%	6%	10%	1
N#Cc1c(NCCCO)nc(-c2ccccc2)c2c1CCCC2	4%	-19	-15%	?	21%	9%	-6
CC(=NCc1ccccc1)C1=C(O)COC1=O	-8%	10	-7%	163%[activator]	-1%	45%	16
COc1ccc(-c2cc(C(=O)NCCc3ccccc3)no2)cc1OC	7%	16	2%	·	-2%	-10%	8
Cc1nnc(NC(=O)CSc2nc3c(c(=O)n2CCc2ccccc2)SC(C)C3)s1 (centres undefined)	3%	-8	0%	-2%	-4%	9%	-1
O=Cc1ccc(OCC(=O)Nc2ccccc2C(F)(F)F)cc1	-1%	0	-5%	-1%	7%	18%	25*
Cc1cccn2c(=O)c(/C=C(\C#N)S(=O)(=O)c3ccccc3)c(N3CCN(c4ccccc4)CC3)nc12	8%	2	2%	?	-2%	?	-3
N#Cc1cnn2c(-c3ccc(Cl)cc3Cl)ccnc12	3%	-14	-1%	-27%	1%	?	-6
Cc1ccc(SCCC(=O)N2CCCC2)cc1	-6%	86*	-3%	·	-2%	95%[activator]	43*
Cc1ccc(-n2c(C)cc(C(=O)CSc3nnc4ccccn34)c2C)cc1	-20%	49*	?	-37%	21%	-43%	39*
NC(N)=NCC(O)CN(c1ccccc1)c1ccccc1 (centres undefined)	-4%	-2	-16%	1.5µM*	-20%	1.2µM*	-1
C/C=C(\C)C(=O)Nc1cccc(C2=NOC3(C2)C[C@@H](C(N)=O)N(C(=O)/C(C)=C/C)C3)c1 (some centres undefined)	4%	4	8%	-2%	4%	45%[activator]	-4
CCCC(=O)NC(C)C(c1cccs1)N1CCN(c2ccccc2)CC1 (centres undefined)	-4%	-5	2%	15%	0%	-27%	-5
CCc1ccc(C(=O)N2CCC(c3nc4ccccc4s3)CC2)cc1	4%	-2	0%	3.3µM*	-3%	13%	1
CN(C)C(CNC(=O)c1ccc(NS(=O)(=O)c2ccc(F)cc2)cc1)c1ccco1 (centres undefined)	·	·	-1%	-10%	14%	?	·
O=C(CN1C(=O)COc2ccccc21)NCCCN1CCCCC1	0%	-2	-12%	1µM*	-5%	-2%	-1
Cc1c(NC(=O)c2cc(-c3ccc(Cl)cc3)on2)c(=O)n(-c2ccccc2)n1C	1%	-4	5%&0%	0%	-3%	11%	5
Cc1cccc(NCN2C(=O)c3ccccc3C2=O)c1	-4%	4	1%	?	-1%	·	-1
CCn1ncc(Br)c1C(=O)Nc1ccc(F)c([N+](=O)[O-])c1	-1%	-17	-3%	-15%	2%	-13%	-4
CCOC(=O)COc1ccc(S(=O)(=O)NCc2ccncc2)cc1	-3%	-8	4%	-2%[5.75 µM]	12%	9%	-2
CCCS(=O)(=O)N1CCCC(C(=O)NCCCN2CCN(c3ccc(F)cc3)CC2)C1 (centres undefined)	-4%	-7	2%	0%	-20%	-12%	11
O=C(Cc1csc(N2CCOCC2)n1)N/N=C/c1ccc(F)cc1	-11%	-19	1%	·	24%	-12%	6
COc1ccccc1C(=O)N1CCN=C1SCc1cccnc1	1%	-4	3%	?	19%	17%	1
Cc1nc(NC(=O)CN(C)S(=O)(=O)c2ccc(Cl)cc2)sc1C	-2%	-6	0%	?	-1%	·	-2
O=C(N/N=C/c1ccccc1O)c1cccc(C(F)(F)F)c1	3%	48*	-20%	?	60%[activator]	?	16
CN(C(=O)COC(=O)c1ccccc1NCc1ccco1)c1c(N)n(Cc2ccccc2)c(=O)[nH]c1=O	·	·	-2%	?	9%	?	·

Some entries already given with just AMA1-RON2 inh, Tb PYK inh and Pf growth 48h:
SMILES	AMA1-RON2 inh	Tb PYK inh	Pf growth 48h
Cc1cccc(NCN2C(=O)c3ccccc3C2=O)c1	-1%	1%	·
CCn1ncc(Br)c1C(=O)Nc1ccc(F)c([N+](=O)[O-])c1	2%	-3%	-13%
CCOC(=O)COc1ccc(S(=O)(=O)NCc2ccncc2)cc1	12%	4%	9%
CCCS(=O)(=O)N1CCCC(C(=O)NCCCN2CCN(c3ccc(F)cc3)CC2)C1 (centres undefined)	-20%	2%	-12%
O=C(Cc1csc(N2CCOCC2)n1)N/N=C/c1ccc(F)cc1	24%	1%	-12%
COc1ccccc1C(=O)N1CCN=C1SCc1cccnc1	19%	3%	17%
